# EPAC1 ag: EPAC1 (human) agonism | O95398 | EPAC1 agonist qHTS, biochemical assay; response scale: 100% = response to 6.5 mM cAMP | Potency, µM (titrated, usually from 154 µM), inactives show at the top dose activation, usual class: activators | 360,000 tested, 0.073% active; further: potency means the concentration at half of the fitted maximal effect; nearly all actives have a fitted effect of over 60% in size
#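 Nucleotide exchange assay: 100 nM EPAC1 with 250 nM Rap1B loaded with BODIPY-GDP and 50 uM GDP, room temperature. Fluorescence (480/540 nm) read every 5 min for 30 min; signal change normalized to 6.5 mM cAMP as full agonist.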
# IL-2 act: IL-2 activation | IL-2 activation reporter assay, cell-based qHTS; stimulated with anti-CD3/CD4/CD28 beads; in transgenic mouse T cells | activation, % (series mostly up to about 46 µM) | 360,000 tested, 0.065% active | AID 652025; in the data active means activation above about 50%; inconclusive means mostly about 30% to 49%; further: 0% is about no effect
#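 Unstimulated transgenic mouse T cells, 750 per well, received compound and, after 60 minutes, anti-CD3/anti-CD4 bead plus anti-CD28 stimulation. EGFP and DsRed were quantified after 18 hours.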
# WRN inhibitor: WRN helicase (human) inhibition; 360,000 tested, 0.46% active; WRN helicase unwinding, fluorescent forked duplex, kinetic; Potency, µM (series often up to 114 µM), inactives show top-dose activity change, negative = inhibition, usual class: inhibitors; further: potency means the concentration at half of the fitted maximal effect; on the % scale 0 is the no-effect control and ±100 the full control effect; nearly all actives have a fitted effect of over 55% in size
#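 WRN at 20 nM final was preincubated with compound for 15 min at room temperature; reaction started with 100 nM forked duplex oligonucleotide carrying fluorophore and quencher plus 2 mM ATP (final). Unwinding followed kinetically by red fluorescence (ex 525/em 598 nm).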
# FUS yeast rescue: suppressors of FUS proteinopathy in yeast | S. cerevisiae FUS-expressing, growth rescue, OD600, 24 h | Potency, µM (doses to about 76.6 µM), without a hit: at the highest dose growth rescue (activation), most hits filed as activators | 390,000 tested, 0.24% active;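 further: potency means the concentration at half of the fitted maximal effect; plate controls were DMSO vehicle for no effect and reference control for full effect; nearly all actives have a fitted effect of over 55% in size; some results filed as inactive show a strong effect at the top dose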
#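 Compound concentration series was pinned onto galactose-induced FUS-expressing yeast seeded at OD 0.005. Plates sat 24hr at 30C; absorbance at 600 nm gave growth. DMSO served as background control.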
# PI5P4Ka inh: PI5P4K alpha (human) kinase inhibition; P48426; PI5P4Kalpha enzyme, ADP-Glo luminescence, 60 min; stronger effect = lower value; max response, %; 330,000 tested, 1.2% active; active means max response of -50% or lower; inconclusive means between -30% and -50%; inactive means -30% or higher; further: value at the top dose of about 77 µM; on the % scale 0 is the no-effect control and ±100 the full control effect
# Target sequence (P48426 whole entry, looked up): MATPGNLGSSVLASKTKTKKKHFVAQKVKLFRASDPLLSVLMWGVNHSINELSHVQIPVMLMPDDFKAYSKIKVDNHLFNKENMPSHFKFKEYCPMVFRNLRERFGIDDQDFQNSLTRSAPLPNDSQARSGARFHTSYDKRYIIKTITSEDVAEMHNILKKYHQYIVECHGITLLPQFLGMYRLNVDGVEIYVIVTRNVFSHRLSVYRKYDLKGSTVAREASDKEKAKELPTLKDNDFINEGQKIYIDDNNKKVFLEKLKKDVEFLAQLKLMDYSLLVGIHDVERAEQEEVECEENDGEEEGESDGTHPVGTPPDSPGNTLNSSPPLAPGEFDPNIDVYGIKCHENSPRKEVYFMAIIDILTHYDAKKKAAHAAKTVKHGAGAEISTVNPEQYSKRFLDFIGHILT
#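 Controls without substrate or without enzyme flank wells where PI5P4Kalpha converts substrate using 5 microM ATP (final). Incubation lasts 60 minutes at room temperature; ADP formed is read by ADP-Glo luminescence.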
# EPAC1 antag: antagonists of human EPAC1. O95398. EPAC1 GEF assay, Rap1b-BODIPY-GDP exchange fluorescence. Potency, µM (titrated, usually from 115 µM), inactives show top-dose activity change, negative = inhibition, hits mostly inhibitors. 360,000 tested, 0.14% active;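 further: potency means the concentration at half of the fitted maximal effect; plate controls were vehicle for no effect and positive control for full effect; nearly all actives have a fitted effect of over 50% in size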
# Abeta yeast res: A-beta toxicity reversal in yeast | AID 1347071 | Potency, µM (titrated, usually from 46.1 µM), for inactives: top-dose growth rescue, actives largely listed as activators | 410,000 tested, 0.063% active | yeast expressing A-beta42, growth rescue, OD600, 48 h; response scale: 0% DMSO, 100% iron-clioquinol control; further: potency means the concentration at half of the fitted maximal effect; nearly all actives have a fitted effect of over 55% in size
#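 Yeast growth medium received pinned compounds, then yeast cells expressing toxic A-beta were added; plates incubated at 30 C for 48 hr. Growth read as absorbance at 600 nm, normalized to DMSO and equimolar FeCl3 plus clioquinol controls.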
# PLK1 PBD inh: inhibitors of human PLK1 polo-box domain binding. P53350. Plk1 PBD binding of FITC phosphopeptide, fluorescence polarization. Potency, µM, for the others: max response, negative = inhibition, most hits filed as inhibitors. 360,000 tested, 2.8% active; further: potency means the concentration at half of the fitted maximal effect; series mostly up to about 57 µM; on the % scale 0 is the no-effect control and ±100 the full control effect; nearly all actives have a fitted effect of over 65% in size
# Target sequence (P53350 whole entry, looked up, the tested form may be a part): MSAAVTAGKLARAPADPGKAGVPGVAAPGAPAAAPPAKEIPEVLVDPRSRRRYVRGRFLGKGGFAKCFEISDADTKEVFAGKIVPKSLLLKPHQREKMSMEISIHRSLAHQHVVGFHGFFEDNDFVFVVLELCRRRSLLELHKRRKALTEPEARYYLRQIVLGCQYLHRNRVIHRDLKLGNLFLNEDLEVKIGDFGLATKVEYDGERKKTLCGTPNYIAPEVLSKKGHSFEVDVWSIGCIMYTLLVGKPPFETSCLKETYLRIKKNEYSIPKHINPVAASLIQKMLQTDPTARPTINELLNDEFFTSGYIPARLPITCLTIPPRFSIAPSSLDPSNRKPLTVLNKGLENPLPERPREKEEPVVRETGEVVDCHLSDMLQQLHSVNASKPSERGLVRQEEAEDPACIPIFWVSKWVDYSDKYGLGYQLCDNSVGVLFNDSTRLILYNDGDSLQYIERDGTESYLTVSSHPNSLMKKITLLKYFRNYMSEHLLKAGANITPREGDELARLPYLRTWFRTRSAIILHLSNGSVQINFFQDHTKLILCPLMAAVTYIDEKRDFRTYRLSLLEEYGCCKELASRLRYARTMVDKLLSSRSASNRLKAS
# Starred values were filed as active, the others as inactive; ? = inconclusive; / = not tested or not shown; & = joins results of further samples; [ ] = remark or other dose. Unless noted, the call rests on the fitted dose curve; in most records, active means well fitted curve in the direction sought with a large enough effect; inconclusive means small, poorly fitted or top-dose-only effect, or another doubt; inactive means no such curve, though single readings can be large; an effect the other way counts as inactive or inconclusive.
SMILES,EPAC1 ag,IL-2 act,WRN inhibitor,FUS yeast rescue,PI5P4Ka inh,EPAC1 antag,Abeta yeast res,PLK1 PBD inh
Cc1ccc([C@@H]2C[C@H]3[C@@H](CN2S(=O)(=O)c2ccc(C)cc2)C(=O)C[C@@H](c2ccc(C)cc2)N3S(=O)(=O)c2ccc(Cl)cc2)cc1,-5%,-0.2,0%,-16%,-2,17%,6%,-13%
CC(=O)C1=C(C)NC(=O)NC1/C=C/c1ccccc1 (stereo unspecified),-3%,-3.1,3%,-21%,-1,-25%,-2%,-12%
Cc1onc(C(=O)N2CCN(c3ccccc3)CC2)c1[N+](=O)[O-],14%,1.2,2%,-20%,-10,10%,7%,-11%
CCOc1ccc(CCN2C(=O)C(=O)N([C@@H](Cc3ccccc3)CN3CCC[C@H]3CN3C(=O)C(=O)NC[C@@H]3Cc3ccc(O)cc3)C[C@@H]2CC(C)C)cc1,-13%,-0.5,-6%,21%,-8,0%,-17%,-5%
CCn1cc(C(=O)NCC(OC)OC)c(=O)c2cc(S(=O)(=O)N(C)C3CCCCC3)ccc21,4%,-1.7,1%,?,-1,2%,14%,0%
CC(C)c1csc(CN2CCC(CCC(=O)NCC3CCCO3)CC2)n1 (stereo unspecified),5%,-3.7,-16%,/,8,-5%,6%,-12%
CC(C(=O)NCC1CCCCC1)N(C)CC(=O)Nc1ccc(N2CCOCC2)cc1 (stereo unspecified),3%,1.0,-3%,8%,4,-6%,8%,-4%
CC(OC(=O)CCC(=O)c1cccs1)C(=O)NC1CCCCC1C (stereo unspecified),1%,0.9,-3%,8%,7,?,-6%,-14%
O=C(CSc1nnc(CNC(=O)c2c(F)cccc2F)o1)NCc1ccccc1Cl,2%,-4.0,?,/,4,-20%,1%,-17%
CCOC(=O)[C@@H]1[C@H]2COc3ccc(Br)cc3[C@@H]2N2C(=O)N(c3ccc(F)cc3)C(=O)[C@@]12C,-2%,0.5,-3%,-21%,-3,-1%,27%,1%
COc1ccccc1CCNC(=O)NC1CCCCC1,11%,0.5,-3%,10%,-3,16%,-6%,-1%
CCC(=O)n1nc(-c2ccc(OC)cc2)nc1SC,-7%,0.8,-7%,4%,-5,4%,10%,-2%
c1ccc(-c2nnnn2-c2ccccn2)cc1,2%,0.6,1%,-10%,0,-23%,-12%,-6%
O=C(c1cccc(F)c1)N1CCN(c2ccc([N+](=O)[O-])c(N3CCCCC3)c2)CC1,4%,0.9,-9%,31%,1,-12%,-6%,-8%
O=C(Nc1ccc(S(=O)(=O)N2C[C@@H]3C[C@@H](C2)c2cccc(=O)n2C3)cc1)c1ccc(F)cc1,-22%,-0.5,-10%,-17%,7,-1%,-10%,5%
COc1cccc(C(C(=O)NC2CCCC2)N(C(=O)c2ccco2)C2CC2)c1OC (stereo unspecified),-4%,0.7,4%,4%,1,3%,-1%,-1%
CCCCNc1c(-c2ccc(SC(C)CC)cc2)nc2ccccn12 (stereo unspecified),-26%&-17%,-3.0&-0.4,-36%&-2%,?,9&11,-11%&-8%,-84%&-89%[inhibitor],-8%&-20%
CCC(=O)NCCc1cc2ccc(C)cc2[nH]c1=O,1%,-1.3,4%,-28%,2,-9%,2%,1%
Cc1cccc(-n2c(C)c(C)c3c(N)ncnc32)c1,9%,-0.1,-8%,15%,-10,2%,2%,-5%
c1cncc(-c2nnc3n2N=C(c2cccs2)CS3)c1,15%,-2.2,-7%,41%,/,5%,5%,-9%
Cc1[nH]nc(-c2ccc(OCc3cnn(-c4ccccc4)c3)cc2O)c1Oc1ccc(F)cc1,13%,-3.9,-20%,6%,3,-6%,9%,0%
COc1ccc(Cl)cc1NC(=O)Cn1c(=O)n2nc(C)nc2c2ccccc21,0%,-1.7,-1%,-22%,-1,3%,-2%,1%
CC(C)[C@H](NC(N)=O)C(=O)Nc1cccc(S(=O)(=O)NC2=NCCCCC2)c1,2%,0.3,-4%,9%,7,10%,-6%,1%
Cc1cc(Nc2ccccc2)nc(N2CCN(C(=O)c3ccc4c(c3)OCO4)CC2)n1,4%,-0.9,-2%,-17%,9,3%,7%,-11%

# The last 6 records of the section before open the next one:
SMILES,EPAC1 ag,IL-2 act,WRN inhibitor,FUS yeast rescue,PI5P4Ka inh,EPAC1 antag,Abeta yeast res,PLK1 PBD inh
Cc1cccc(-n2c(C)c(C)c3c(N)ncnc32)c1,9%,-0.1,-8%,15%,-10,2%,2%,-5%
c1cncc(-c2nnc3n2N=C(c2cccs2)CS3)c1,15%,-2.2,-7%,41%,/,5%,5%,-9%
Cc1[nH]nc(-c2ccc(OCc3cnn(-c4ccccc4)c3)cc2O)c1Oc1ccc(F)cc1,13%,-3.9,-20%,6%,3,-6%,9%,0%
COc1ccc(Cl)cc1NC(=O)Cn1c(=O)n2nc(C)nc2c2ccccc21,0%,-1.7,-1%,-22%,-1,3%,-2%,1%
CC(C)[C@H](NC(N)=O)C(=O)Nc1cccc(S(=O)(=O)NC2=NCCCCC2)c1,2%,0.3,-4%,9%,7,10%,-6%,1%
Cc1cc(Nc2ccccc2)nc(N2CCN(C(=O)c3ccc4c(c3)OCO4)CC2)n1,4%,-0.9,-2%,-17%,9,3%,7%,-11%
NS(=O)(=O)c1cccc(NC(=O)Cc2ccc(Cl)c(Cl)c2)c1,1%,3.2,-7%,8%,1,0%,13%,-12%
CC1(C)N=C(/C=N/O)C=[N+]1[O-],5%,-0.2,-3%,-28%,1,-17%,0%,0%
CCCCN(C)C(=O)c1nc2ccccn2c1CN1CCN(c2cnccn2)CC1,4%,1.2,-4%,-17%,0,2%,5%,-4%
O=C(NN=Cc1c(F)cccc1F)c1ccccc1NS(=O)(=O)c1cccs1,2%,-4.0,?,/,-12,-11%,5%,-4%
COc1ccc(CNC(=O)CCC(=O)N2CCN(S(=O)(=O)c3cc([N+](=O)[O-])ccc3C)CC2)cc1,-4%,-2.4,-2%,23%,-15,5%,1%,1%
O=C(Oc1ccccc1-c1nnco1)c1ccc(Cl)cc1,-4%,0.2,3%,-7%,-2,-3%,-19%,-2%
O=C(COC(=O)CNC(=O)c1ccccc1)Nc1ccccc1Cl,5%,-0.1,-8%,19%,-3,-25%,-1%,-15%
COc1ccc(-c2oc(NC(=O)CSc3ncn[nH]3)c(C#N)c2-c2ccc(OC)cc2)cc1,15%,-1.5,-26%,30%,/,-1%,-1%,-7%
CN(Cc1ccc(F)cc1)Cc1nc(CCc2ccccc2)no1,-2%,-0.8,8%,7%,0,-15%,14%,-6%
COc1ccccc1NC(=O)N(C)C[C@H]1Oc2cc(Br)ccc2S(=O)(=O)N([C@H](C)CO)C[C@H]1C,2%,0.3,0%,20%,0,-8%,-3%,-14%
Cc1ccccc1NC(=O)CCC(=O)OCCCC(F)(F)C(F)(F)F,12%,2.6,4%,15%,3,-3%,22%,-1%
CC1(C)C(c2ccccc2)=NC(c2ccc(Br)cc2)N1O (stereo unspecified),0%,-2.8,1%,-28%,6,-27%,-15%,-7%

# Entries of single compounds from above:
# c1cncc(-c2nnc3n2N=C(c2cccs2)CS3)c1 across the screens: EPAC1 ag: 15%; IL-2 act: -2.2; WRN inhibitor: -7%; FUS yeast rescue: 41%; PI5P4Ka inh: /; EPAC1 antag: 5%; Abeta yeast res: 5%; PLK1 PBD inh: -9%
# O=C(NN=Cc1c(F)cccc1F)c1ccccc1NS(=O)(=O)c1cccs1 across the screens: EPAC1 ag: 2%; IL-2 act: -4.0; WRN inhibitor: ?; FUS yeast rescue: /; PI5P4Ka inh: -12; EPAC1 antag: -11%; Abeta yeast res: 5%; PLK1 PBD inh: -4%

# (list continues)
SMILES,EPAC1 ag,IL-2 act,WRN inhibitor,FUS yeast rescue,PI5P4Ka inh,EPAC1 antag,Abeta yeast res,PLK1 PBD inh
O=C(CSc1nnnn1-c1ccccc1F)Nc1nc2ccccc2s1,5%,0.9,1%,28%,/,12%,-10%,-9%
CCOC(=O)C1=C(N)Oc2ccc3ccccc3c2C1c1cccc(O)c1 (stereo unspecified),1%,0.0,3%,6%,-4,-16%,-24%,-3%
COc1ccccc1C(=O)NC(=O)COc1cc(Cl)ccc1Cl,6%,-0.3,-5%,21%,3,-14%,-8%,-21%
COc1ccc(NC(=S)N(CCc2c(C)[nH]c3ccc(C)cc23)Cc2ccco2)cc1,4%,-0.5,-4%,44%,-2,-1%,20%,0%
COc1ccccc1N1CCN(C(=O)COc2cc(C)cc3oc(=O)cc(C)c23)CC1,15%,-2.2,-4%,-10%,6,4%,3%,15µM*
CN1CCc2c(c3ccccc3n2C)C1,7%,-1.0,3%,-4%,-1,10%,19%,-6%
COc1ccc(C(=O)Nc2ccc(C)cn2)c(OC)c1,9%,1.0,1%,9%,0,-2%,-29%,5%
O=C(Nc1ccc(Br)cc1)C1CCCN1S(=O)(=O)c1cccs1 (stereo unspecified),16%,0.6,-5%,-5%,2,-19%,-12%,-7%
O=S(=O)(NCc1ccc(Cl)cc1)c1cccc2cccnc12,6%,-0.3,8%,-8%,-2,-21%,13%,-15%

# High-throughput results (PubChem)
